# Source: PubChem (National Center for Advancing Translational Sciences (NCATS))
# HT1080NT lethal – kills 2HG-producing HT-1080-NT fibrosarcoma cells. HT-1080-NT fibrosarcoma viability, CellTiter-Glo ATP luminescence, 48 h. Potency, µM (top dose mostly 46.1 µM), for the others: top-dose activity, negative = less viability, most hits filed as cytotoxic. actives 1.6% (n = 360,000). AID 686970;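 note: NT is the 2HG producing partner of a matched IDH1 knockdown line; potency is the fitted concentration of half-maximal effect; 0% = DMSO-treated cells and -100% = media-only wells without cells; nearly all actives have a fitted effect of over 55% in size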
#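 Luminescent CellTiter-Glo readout after 48 hours of compound exposure at 37 degrees C defined viability of HT-1080-NT cells. Activity was normalized to DMSO wells and cell-free media wells; concentration-response curves were fitted and assigned curve classes.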
# HEK293 tox – cytotoxic in the GLP-1 receptor inverse agonist counter-screen; Potency, µM (highest dose often 38.3 µM), inactives show top-dose activity change, negative = inhibition, most hits filed as inhibitors; actives 0.13% (n = 410,000); HEK293 cAMP-luciferase reporter cells, luminescence, 24 h;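 note: loss of luciferase light is scored as toxicity; potency is the fitted concentration of half-maximal effect; % is set by controls: 0 for no effect and ±100 for the full control effect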
#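 Compound-treated cells are incubated 24 hr at 37 deg C under 5% CO2 after a 12 hour attachment period, then luciferase detection reagent is added and luminescence is measured following 12 min at room temperature; lowered signal indicates toxicity.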
# HT1080 IDH1KD tx – kills HT-1080 cells with IDH1 knockdown; HT-1080 IDH1 knockdown viability, ATP luminescence, 48 h; Potency, µM (highest dose often 46.1 µM), for the others: at the top dose activity, negative = toxicity, actives largely listed as cytotoxic; actives 2% (n = 360,000); AID 686971;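 note: potency is the fitted concentration of half-maximal effect; 0% = DMSO wells and -100% = cell-free medium wells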
#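 In this qHTS, HT-1080 cells depleted of IDH1 are exposed for 48 h at 37 °C to compound titrations. Toxicity is scored from CellTiter-Glo luminescence, with DMSO as full viability and medium alone as none.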
# MCF10A rerep – DNA re-replication induction in MCF 10a cells | MCF 10A DNA re-replication, Hoechst nuclear intensity, 48 h | actives 2.9% (n = 350,000) | Potency, µM (series often up to 46.1 µM), without a hit: at the highest dose activity, positive = re-replication, hits mostly activators; note: potency is the fitted concentration of half-maximal effect; % of control where 0% means no effect; nearly all actives have a fitted effect of over 50% in size
# KB-3-1 tox – kills parental KB-3-1 adenocarcinoma cells. KB-3-1 viability, CellTiter-Glo ATP luminescence, 72 h. actives 1.4% (n = 400,000). Potency, µM (titrated, usually from 46.1 µM), for the others: at the top dose activity change, negative = cytotoxic, actives largely listed as cytotoxic; note: potency is the fitted concentration of half-maximal effect; % is set by controls: 0 for no effect and ±100 for the full control effect; nearly all actives have a fitted effect of over 60% in size
#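 Multi-concentration cytotoxicity screen in KB-3-1 cells grown in DMEM lacking phenol red with 10% FBS. After 72 h at 37 °C with compound, ATP-dependent luminescence was recorded.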
# SW480 rereplic – DNA re-replication induction in SW480 cells | SW480 DNA re-replication, Hoechst DNA content imaging, 48 h | Potency, µM (titrated, usually from 46.1 µM), for inactives: at the top dose re-replication activation, actives largely listed as activators | actives 1.8% (n = 340,000) | AID 624297; note: potency is the fitted concentration of half-maximal effect; % of control where 0% means no effect; nearly all actives have a fitted effect of over 55% in size
#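 DNA re-replication was detected as more nuclei of elevated Hoechst intensity after 48 hr exposure to compound (23 nL pinned per well of 250 cells).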
# IL1B secr inh – inflammasome signaling inhibition, IL-1 beta readout; THP-1 LPS/ATP IL-1B secretion, AlphaLISA, 16 h; active compounds read low; activity change, % at 57.5 µM; actives 4.7% (n = 360,000); in the data active = activity change below about -50%; inconclusive = mostly about -30% to -49%; note: % is set by controls: 0 for no effect and ±100 for the full control effect
#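 THP-1 cells pretreated 1 hr with compounds (up to 57.5 uM final), then stimulated with LPS (250 ng/mL final) plus ATP (1.25 mM final); secreted IL-1B measured by AlphaLISA after 16 hr, decreased signal indicating inhibition.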
# KB-V1 MDR tox – kills drug-selected multidrug resistant KB-V1 cells | KB-V1 MDR cells viability, CellTiter-Glo, 72 h | Potency, µM (titrated, usually from 46.1 µM), for inactives: top-dose activity change, negative = cytotoxicity, usual class: cytotoxic | actives 3.4% (n = 400,000); note: potency is the fitted concentration of half-maximal effect; % is set by controls: 0 for no effect and ±100 for the full control effect; nearly all actives have a fitted effect of over 60% in size
#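 qHTS viability screen in drug-selected KB-V1 MDR cells: 72 h compound treatment at 37 degrees C, ATP luminescence end point.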
# DRD3 agonist – D3 dopamine receptor (human) agonism; P35462; D3R DiscoveRx beta-arrestin cells, luminescence, 90 min; max activation, %; actives 0.58% (n = 410,000); AID 652048; in the data active = max activation above about 30%; note: 0% is about no effect; mostly tested at two doses, the higher about 12 µM
# Target sequence (P35462 whole entry, looked up): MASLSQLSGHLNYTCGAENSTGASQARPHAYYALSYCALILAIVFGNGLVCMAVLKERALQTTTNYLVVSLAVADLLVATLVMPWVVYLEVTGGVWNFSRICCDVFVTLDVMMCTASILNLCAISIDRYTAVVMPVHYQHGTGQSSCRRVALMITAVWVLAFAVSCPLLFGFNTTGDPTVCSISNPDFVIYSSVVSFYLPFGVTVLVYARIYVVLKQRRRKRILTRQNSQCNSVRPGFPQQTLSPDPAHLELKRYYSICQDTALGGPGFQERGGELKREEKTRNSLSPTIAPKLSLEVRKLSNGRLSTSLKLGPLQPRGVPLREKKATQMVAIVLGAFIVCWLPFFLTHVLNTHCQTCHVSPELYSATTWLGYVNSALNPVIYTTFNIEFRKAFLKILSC
#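 Agonist-mode cell screen: cells plated at 1500/well and incubated overnight at 37 °C, then exposed to library compounds for 90 min at 37 °C. Detection reagent was added for 30–60 min at room temperature, and luminescence was read.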
# Starred values were filed as active, the others as inactive; i = inactive; u = inconclusive; x = not tested or not shown; & = joins results of further samples; [ ] = dose if it differs, or a comment. Unless noted, calls come from the whole dose curve; as a rule, active = well fitted curve in the direction sought with a large enough effect; inconclusive = small, poorly fitted or top-dose-only effect, or another doubt; inactive = no such curve, though single readings can be large; an effect the other way counts as inactive or inconclusive.
item	compound	HT1080NT lethal	HEK293 tox	HT1080 IDH1KD tx	MCF10A rerep	KB-3-1 tox
1	CCN1C(=O)C(Cc2nc3ccccc3c(=O)n2-c2ccccc2)c2ccccc21 (stereo not given)	-11%	-2%	-12%	5%	22%
2	O=C(CNC(=O)c1ccc2ccccc2c1)NCc1ccccc1F	13%	-2%	-1%	2%	17%
3	COc1cccc(CNC(=O)C(Cc2ccccc2)NS(=O)(=O)c2ccc3c(c2)CCN3C(C)=O)c1 (stereo not given)	x	0%	x	x	3%
4	Cc1cccn2cc(-c3cccc(NS(=O)(=O)c4ccc(Cl)c(Cl)c4)c3)nc12	x	-10%	x	x	0%
5	CCOc1ccc(S(=O)(=O)N2CCC(C(=O)NCC3CCCO3)CC2)cc1 (stereo not given)	21%	1%	19%	-3%	14%
6	COc1ccc(CCNC(=O)CCc2nnc(Cc3ccc4c(c3)OCO4)o2)cc1	-8%	-8%	-4%	7%	-1%
7	COc1cc(NC(=O)N2c3ccccc3Sc3ccccc32)c(C(=O)O)cc1OC	5%	-3%	4%	u	0%
8	CCc1ccc(NC(=O)CSc2nc3cc(C(=O)OC)ccc3c(=O)n2CC2CCCO2)cc1 (stereo not given)	-7%	5%	-12%	u	-12%
9	CCCCOc1ccc(-c2nc(SCC(N)=O)n[nH]2)cc1	7%	-11%	-6%	0%	-12%
10	COc1cccc(OC)c1C(=O)OCC(=O)Nc1cccnc1Cl	10%	13%	17%	2%	-2%
11	O=C(OCc1ccccc1)N1CCC2CC1c1cc(Cl)ccc12 (stereo not given)	-5%	21%	-4%	u	0%
12	CCOc1ccccc1NC(=O)CSc1ccc2nc(-c3ccccc3)cn2n1	x	3%	x	x	-13%

item	SW480 rereplic	IL1B secr inh	KB-V1 MDR tox	DRD3 agonist
1	1%	-7	4.1µM*	4
2	0%	18	1%	-17
3	x	x	-6%	2
4	x	x	0%	1
5	-2%	-19	-21%	0
6	-1%	i	-3%	-9
7	-10%	3	13%	-1
8	-9%	97	u	0
9	2%	47	0%	5
10	5%	12	0%	-2
11	13%	u	0%	-35
12	x	x	-4%	5

# The results go on:
item	compound	HT1080NT lethal	HEK293 tox	HT1080 IDH1KD tx	MCF10A rerep	KB-3-1 tox
13	C/C(=N\NC(=O)C(O)c1ccccc1)c1ccc(C)s1 (stereo not given)	5%	6%	7%	-1%	-2%
14	COc1cccc(CNC(=O)c2ccc3c(c2)c(C)c(C)n3Cc2ccccc2)c1	x	2%	x	x	1%
15	CC(C)c1[nH]nc2c1C(c1cccc(OC(=O)N3CCOCC3)c1)C(C#N)=C(N)O2 (stereo not given)	-6%	-9%	-8%	-1%	-1%
16	Cc1ccc(NC(=O)CSc2nnc(C)c(=O)n2N)cc1	2%	-3%	6%	13%	4%
17	O=C(O)Cc1csc(-c2cccc(Oc3ccccc3)c2)n1	14%&12%	0%&-7%	13%&0%	u	13%&1%
18	CC(C)C[C@H](NC(=O)c1nc[nH]c1C(=O)NCC(=O)OCc1ccccc1)C(=O)OCc1ccccc1	0%	4%	-8%	2%	17%
19	COc1ccc(-n2cnnc2SC(C)C(=O)Nc2cccc([N+](=O)[O-])c2)cc1 (stereo not given)	0%	-10%	6%	-5%	-5%
20	COc1cc(C(=O)N(C)C2CCCCC2)cc(OC)c1OC	-8%	8%	0%	x	-9%
21	CCN(Cc1ccccc1)S(=O)(=O)c1ccc(OC)c2ncccc12	-17%	4%	-22%	2%	-6%
22	CC1(C)C2CC[C@]3(C)C(CC=C4[C@@H]5C[C@@](C)(CO)[C@@H]6C[C@@]5(CC[C@]43C)C(=O)O6)[C@@]2(C)CC[C@@H]1O (stereo not given in full)	-11%	10%	8%	3%	-11%
23	COC(=O)C1(C)NC(c2ccc(O)cc2)C2C(=O)N(c3ccccc3)C(=O)C21 (stereo not given)	-2%	1%	0%	1%	14%
24	CN(C)S(=O)(=O)N1CCN(C(=O)N2CCOCC2)CC1	0%	1%	9%	-2%	-2%

item	SW480 rereplic	IL1B secr inh	KB-V1 MDR tox	DRD3 agonist
13	-16%	13	5%	-3
14	x	x	2%	1
15	2%	-3	u	5
16	1%	13	3%	3
17	-38%&0%	14&9	14%&3%	5&-4
18	-11%	0	u	0
19	x	-13	u	-1
20	x	16	-8%	-4
21	-12%	49	u	-1
22	-8%	23	-8%	1
23	-35%[inhibitor]	4	10%	2
24	1%	6	0%	-5

# (cont.)
item	compound	HT1080NT lethal	HEK293 tox	HT1080 IDH1KD tx	MCF10A rerep	KB-3-1 tox
25	CC(C)CN1C(=O)CSCC1(C)C(=O)NCc1ccccc1 (stereo not given)	7%	-1%	0%	x	4%
26	CCN(CC(=O)Nc1ccc(NC(C)=O)cc1)Cc1c(O)ccc2cc(Br)ccc12	-21%	-11%	3%	14%	-6%
27	Cc1ccc(OCC(=O)NCCc2c[nH]c3ccccc23)cc1	-16%	-1%	-15%	-1%	3%
28	Nc1nonc1C(=O)NCCNCc1ccccc1OCc1ccc(F)cc1	u	-13%	u	4%	0%
29	CC1(C)CC(=O)C2=C(C1)OC(N)=C(C#N)C2c1cn(-c2ccccc2)nc1-c1ccccc1 (stereo not given)	15µM*	-25%	u	u	-5%
30	O=C1c2ccccc2C(=O)C1c1ccccn1	-7%	-22%	-22%	5%	-7%
31	Fc1ccc(C2c3[nH]c4ccccc4c3CCN2Cc2ccoc2)cc1 (stereo not given)	-16%	20%	-28%	u	1%
32	CCOP(=O)(OCC)c1nc(Cc2ccccc2)oc1NCc1ccccc1	1%	6%	8%	0%	-1%
33	O=C(NNC(=S)NC(=O)c1ccco1)c1ccc(NC(=O)c2ccccc2)cc1	-7%	-8%	-9%	0%	u
34	COc1ccc(NC(=O)COC(=O)CNC(=O)c2cccs2)cc1Cl	7%	-28%	10%	0%	-8%
35	CSC1=NSC2=NC(=O)/C(=C\c3coc4ccccc4c3=O)C(=N)N12	5%	15%	15%	u	u
36	C=CCOc1ccc(/C=N/NC(=O)C(=O)Nc2ccccn2)cc1OC	0%	14%	6%	4%	4%

item	SW480 rereplic	IL1B secr inh	KB-V1 MDR tox	DRD3 agonist
25	x	43	-18%	2
26	5%	-57*	25%	9
27	-7%	-27	-11%	5
28	-6%	-29	0%	-40
29	5%	-54*	7%	9
30	-2%	-13	-15%	2
31	u	-6	3%	-3
32	1%	0	u	4
33	u	36	u	0
34	-13%	0	-2%	7
35	-21%	5	-20%	1
36	-2%	-3	0%	-3

# One compound at a time (already shown). Values in the order: HT1080NT lethal	HEK293 tox	HT1080 IDH1KD tx	MCF10A rerep	KB-3-1 tox	SW480 rereplic	IL1B secr inh	KB-V1 MDR tox	DRD3 agonist
# CN(C)S(=O)(=O)N1CCN(C(=O)N2CCOCC2)CC1 reads 0%	1%	9%	-2%	-2%	1%	6	0%	-5
# CC(C)C[C@H](NC(=O)c1nc[nH]c1C(=O)NCC(=O)OCc1ccccc1)C(=O)OCc1ccccc1 reads 0%	4%	-8%	2%	17%	-11%	0	u	0
# O=C(OCc1ccccc1)N1CCC2CC1c1cc(Cl)ccc12 (stereo not given) reads -5%	21%	-4%	u	0%	13%	u	0%	-35
# C=CCOc1ccc(/C=N/NC(=O)C(=O)Nc2ccccn2)cc1OC reads 0%	14%	6%	4%	4%	-2%	-3	0%	-3
# CCc1ccc(NC(=O)CSc2nc3cc(C(=O)OC)ccc3c(=O)n2CC2CCCO2)cc1 (stereo not given) reads -7%	5%	-12%	u	-12%	-9%	97	u	0

# Further entries.
item	compound	HT1080NT lethal	HEK293 tox	HT1080 IDH1KD tx	MCF10A rerep	KB-3-1 tox
37	N#CCCN(Cc1ccccc1)C(=O)Nc1ccc2c(c1)CCO2	8%	5%	0%	2%	2%
38	CCOC(=O)CCCCNC(=O)Nc1ccccc1	24%	-11%	20%	-15%	-4%
39	O=C(CSc1nc(-c2ccco2)cc(C(F)(F)F)n1)Nc1ccc2c(c1)OCO2	u	u	u	-2%	u
40	O=C(Nc1ccc(F)cc1)c1cccnc1	-3%	2%	19%	0%	7%
41	COc1ccc(CC(=O)NCC2CCCN(Cc3ccc(OC(F)(F)F)cc3)C2)cc1 (stereo not given)	u	-1%	-5%	u	5%
42	COc1ccc(-c2csc3ncnc(N4CCN(c5ccccc5)CC4)c23)cc1	-20%	5%	u	u	u
43	CCOC(=O)c1ccc(N2C=C(C(=O)OC)C(c3cccc(O)c3)C(C(=O)OC)=C2)cc1	-21%	24%	-15%	u	3%
44	N/C(=N\OC(=O)Nc1ccccc1)c1cccc(C(F)(F)F)c1	7%	11%	9%	14%	2%
45	COc1ccccc1N(CC(=O)NC1CCCCC1C)S(=O)(=O)c1cccs1 (stereo not given)	-1%	6%	-9%	14%	1%
46	COc1ccc(C(=O)N/N=C2\CCS(=O)(=O)c3ccc(F)cc32)cc1OC	21µM*	-19%	21µM*	u	12%
47	CCc1nnc(NC(=O)CSc2ncnc3c2oc2ccccc23)s1	0%	-3%	17%	-3%	5%
48	CN(Cc1ccccc1)c1nccn2ccnc12	-6%	-6%	-12%	x	0%

item	SW480 rereplic	IL1B secr inh	KB-V1 MDR tox	DRD3 agonist
37	11%	-6	-6%	1
38	1%	14	26%	14
39	-7%	-5	18µM*	24
40	17%	0	u	5
41	8%	-22	2%	-7
42	8%	-22	u	1
43	u	-3	0%	-4
44	-11%	-5	-18%	-2
45	0%	-13	u	1
46	10µM*	31	16%	4
47	-9%	23	-21%	0
48	x	41	2%	6
